KOR beta-arrestin-1: KOR agonists, beta-arrestin recruitment, primary screen, cell-based, luminescence, uHTS (AID 1777); one-dose activation, % at 10 µM; EC50 in µM for titrated hits; actives 0.02% (n = 280,000); KOR beta-arrestin recruitment, luminescence; higher % means a stronger effect; in the data active = activation above about 50%, passing the limit was not always enough; note: a part of the inactive calls stands beside numbers as strong as those of hits
AID2073: inhibitors of Mint1-CaV2.2 protein interaction, biochemical, HTRF (AID 2073) | actives 0.19% (n = 290,000) | one-dose inhibition, % at 20 µM; IC50 in µM for titrated hits | HTRF protein-protein interaction, Mint1-CaV2.2; higher % means a stronger effect; in the data active = inhibition mostly above about 51%, no sharp cut-off; inconclusive = no clear call, values can overlap the other calls; inactive = mostly below about 53%; note: some results filed as inactive read as strong as hits
HIV fusion peptide: cell-free HIV fusion peptide-binding blockers – biochemical, uHTS, fluorescence dequenching, primary screen (AID 1986); actives 0.3% (n = 290,000); inhibition, % at 20 µM, or IC50 in µM where a hit was titrated; cell-free peptide binding, fluorescence dequenching, 30 min; higher % means a stronger effect; in the data active = inhibition mostly above about 52%, no sharp cut-off; inactive = mostly below about 76%; note: some results filed as inactive read as strong as hits
HEK293 NOD2/NF-kB: inhibition of NOD2-driven NF-kB reporter – cell-based, luminescence, uHTS, HEK293 (AID 1566) | inhibition, % at 4 µM, or EC50 in µM where a hit was titrated | HEK293 NOD2/NF-kB luciferase reporter, luminescence; higher % means a stronger effect | actives 0.63% (n = 290,000); note: many of its hits are not listed in these tables
KOR beta-arrestin-2: KOR antagonists, beta-arrestin recruitment, cell-based, luminescence, uHTS (AID 1778) | KOR beta-arrestin recruitment, luminescence, antagonist mode; higher % means a stronger effect | inhibition, % at 10 µM, or IC50 in µM where a hit was titrated | actives 0.091% (n = 290,000); note: strong numbers were not always called active
West Nile antiviral: inhibition of WNV-induced cytopathic effect – cell-based, CPE readout (AID 1621) | West Nile virus-infected cells, CPE inhibition; higher % means a stronger effect | CPE inhibition, % at 10 µM; hits with a dose series show IC50 in µM | actives 0.02% (n = 290,000); in the data active = a potency from the dose series; inconclusive = CPE inhibition mostly from about 3.7% at the one dose, without a potency; inactive = the rest, 99 in 100 with CPE inhibition below about 2.2%; note: strong numbers were not always called active
Yfh1-off respiration: enhancers of respiration in Yfh1-depleted yeast, dose response, Friedreich's ataxia, plus single-dose screen (AID 1465) | fold induction at 50 µM, or EC50 in µM where a hit was titrated | S. cerevisiae Yfh1-off respiration, WST-1 reduction, 72 h; higher fold induction means a stronger effect | actives 0.074% (n = 220,000);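 active = fold induction of absorbance versus untreated yeast above a set limit, then at least 30% activation at any dose in follow-up; inconclusive = repeats straddling the limit, or above it without dose testing; inactive = fold induction below the set limit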;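 note: activators that raise dye reduction in frataxin-depleted yeast; strong numbers were not always called active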
Dengue-2 NS5 capping: Dengue-2 NS5 methyltransferase inhibitors, primary screen, biochemical, confirmation dose response (AID 588689). Dengue-2 NS5 methyltransferase capping enzyme assay, biochemical; higher % means a stronger effect. one-dose inhibition, % at 25 µM; IC50 in µM for titrated hits. actives 0.3% (n = 340,000); in the data active = a potency from the dose series; inconclusive = inhibition above about 29% without an active follow-up result
NOD1 NF-kB reporter: NOD1 signaling inhibitors, primary screen, cell-based, luminescence, uHTS (AID 1578). NOD1-driven NF-kB luciferase reporter cells, luminescence; higher % means a stronger effect. inhibition, % at 4 µM; hits with a dose series show EC50 in µM. actives 1% (n = 290,000); in the data active = inhibition mostly above about 36%, no sharp cut-off; inactive = mostly below about 34%;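 note: HEK-293T reporter cells stimulated with the NOD1 agonist gamma-tri-DAP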
Dengue-2 NS5 capping pilot replicate: second read-out of Dengue-2 NS5 capping, no call of its own (marks repeat the call); inhibition, %; measured here: pilot screen replicate inhibition
Active calls of the source: *; i = inactive; ? = inconclusive; nt = not tested or not shown; [ ] = dose if it differs, or a comment. Cut-off read from the data, not from the text of the source, unless noted: active = inhibition above about 50%; inactive = the rest. These rows are one share of the data (hit frequency here may not be typical).

SMILES	KOR beta-arrestin-1	AID2073	HIV fusion peptide	HEK293 NOD2/NF-kB	KOR beta-arrestin-2	West Nile antiviral	Yfh1-off respiration	Dengue-2 NS5 capping	NOD1 NF-kB reporter	others
CC(C)C(NC(=O)c1ccccc1F)C(=O)Nc1nccs1 (configuration not stated)	0.0%	-7%	3.2%	5%	1%	-0.2%	i	-2%	-25%
Cc1cc(CNC(=O)Cc2c(F)cccc2Cl)nn1C	-2.0%	1%	0.7%	0%	-9%	-0.2%	i	-11%	-21%
CCOC(=O)CN1CCC(c2ccccc2)CC1	0.1%	-5%	-0.4%	16%	-14%	0.0%	i	-1%	-20%
O=C(CCCCCn1c(=O)[nH]c2ccsc2c1=O)NCc1ccc2c(c1)OCO2	3.7%	2%	-1.3%	-2%	-19%	0.4%	i	1%	4%
O=C(Nc1nnc(Cc2ccccc2)s1)c1cccs1	-2.0%	0%	0.2%	-45%	9%	0.4%	i	9%	-60%
Cc1cc(C)nc(NS(=O)(=O)c2ccc(N/C=C/C(=O)c3ccc(Cl)c(Cl)c3)cc2)n1	-2.9%	10%	15%	5%	-18%	-1.2%	i	-7%	-21%
CCc1ccc(OCC(=O)N/N=C/c2ccc(OS(=O)(=O)c3ccc(C)cc3)c(OC)c2)cc1	-0.7%	4%	-0.9%	-3%	31%	-1.2%	i	5%	-48%
CCCCn1c(-c2nn(C)c(C)c2Cl)n[nH]c1=S	0.4%	-7%	-3.6%	20%	-8%	0.1%	i	-6%	-4%
COc1ccc(C(=O)CSc2ccc(-c3ccc(C)cc3)nn2)cc1	-1.1%	-2%	2.0%	-27%	4%	-0.5%	i	-9%	-37%
COc1cc2cc(CN(Cc3cccnc3)C(=O)Nc3ccccc3F)c(=O)[nH]c2cc1OC	-1.9%	-1%	-0.4%	17%	-5%	0.6%	i	2%	-30%
CCc1ccc2c(c1)cc(CN(C(=S)Nc1ccccc1Cl)C1CC1)c1nnnn12	-1.2%	4%	2.6%	4%	20%	0.1%	i	0%	-11%
CCOc1ccc(S(=O)(=O)NCc2cccnc2)cc1C(C)C	3.2%	1%	-0.6%	15%	-43%[20 µM]	-1.7%	nt	-5%	-14%
CN1CCN(C(=O)c2cnn(-c3ccccc3)c2NC(=O)c2ccc(Br)cc2)CC1	5.3%	7%	0.0%	10%	-33%	-0.8%	nt	-5%	-20%
CCOCc1cnc(C)nc1NCC(=O)c1c(C)[nH]c2ccccc12	2.6%	2%	-2.9%	4%	-3%	-0.2%	i	2%	-18%
O=C(N/N=C/C(Cl)=C/c1ccc([N+](=O)[O-])cc1)C(=O)Nc1ccc(C(=O)O)cc1	-1.8%	11%	5.4%	-1%	1%	-0.2%	i	20%	-8%
COc1ccc(-c2ccc(SCC(=O)NCc3ccc4c(c3)OCO4)nn2)cc1OC	0.9%	-2%	-0.8%	-26%	-31%	-0.6%	i	-4%	-70%
Cc1cc(C)c(NC(=O)Cn2cc3c(n2)CCCC3)c(C)c1	-1.8%	-1%	-1.4%	4%	30%	-0.6%	i	5%	-3%
O=C(c1ccc(F)cc1)N1CCCC(N2CCN(Cc3ccc4c(c3)OCO4)CC2)C1 (configuration not stated)	-2.1%	6%	-2.2%	-22%	7%	0.7%	nt	13%	-38%
CC(C)(C)C1CCC(C(=O)OCC(=O)N2CCOCC2)CC1 (configuration not stated)	2.6%	10%	-0.1%	12%	-48%	-0.3%	i	1%	-3%
O=C(Cn1cnc2c(nnn2-c2ccccc2)c1=O)N1CCC(Cc2ccccc2)CC1	-0.6%	-1%	-0.6%	5%	33%	0.6%	i	-4%	4%
O=C(Nc1nc2ccc(F)cc2s1)c1cccs1	1.0%	7%	0.2%	-118%	-4%	-0.4%	i	-6%	-60%
Nc1cccc(-c2nc3ccccc3[nH]2)c1	-1.8%	28%	1.1%	-11%	-32%	0.3%	i	-2%	-23%
COc1ccc(S(=O)(=O)NCc2cn3c(C)csc3n2)cc1F	-4.4%	24%	-1.4%	-6%	1%	-0.2%	i	-2%	-12%
O=[N+]([O-])c1ccccc1/C=N/n1c(COc2ccccc2)n[nH]c1=S	-4.2%	-20%	31%	-27%	21%	nt	nt	-1%	5%	Dengue-2 NS5 capping pilot replicate=-4.4
O=[N+]([O-])c1cc(C(F)(F)F)cc([N+](=O)[O-])c1NCc1cccnc1	-3.0%	-8%	2.0%	1%	-12%	-0.2%	i	-1%	0%
COC(C(=O)N/N=C(\C)c1ccc(C(C)(C)C)cc1)c1ccccc1 (configuration not stated)	5.0%	4%	1.7%	6%	-55%[20 µM]	0.9%	nt	-2%	-12%
COc1ccc(/C=C2\CCc3ccccc3C2=O)c(OC)c1OC	-4.8%	-14%	1.7%	1%	11%	-1.1%	i	-9%	-24%
CN(C)S(=O)(=O)c1cccc(COc2ccccc2C(=O)Nc2ccccc2)c1	-4.1%	5%	-1.4%	-4%	-12%	0.3%	nt	-1%	-24%
COc1ccc(-c2cc(C(F)(F)F)n3ncc(C(=O)NCC4CCCO4)c3n2)cc1 (configuration not stated)	-6.2%	21%	1.1%	-18%	17%	-0.2%	i	4%	-22%
Cc1ccc(NC(=O)COC(=O)C2CC2)c(Br)c1	-1.6%	8%	1.6%	3%	12%	-0.5%	i	3%	-30%
COc1cc(/C=C2\CC/C(=C\c3cc(OC)c(OC)c(OC)c3)C2=O)cc(OC)c1OC	-2.6%	12%	3.9%	-19%	-10%	-0.6%	i	-1%	23%
CC(NC(=O)c1cccc(OC2CCN(C(=O)C3CC3)CC2)c1)c1ccc(F)cc1 (configuration not stated)	1.3%	7%	-1.2%	7%	6%	-0.6%	nt	-6%	-17%
CC(=O)Nc1cccn(Cc2c(Cl)cccc2Cl)c1=O	-2.5%	7%	-1.4%	7%	14%	0.0%	i	-5%	-28%
Cc1cccc(NC(=O)CSc2nnc(CSc3nc(C)cc(C)n3)o2)c1	8.0%	0%	-0.7%	6%	-19%	0.2%	i	-10%	-10%
CCOC(=O)/C(C#N)=N/Nc1c(S(=O)(=O)Cc2ccco2)csc1C(=O)OC	-1.8%	-6%	0.9%	-12%	11%	0.3%	i	5%	-13%
Cc1sc2nc(SCC(=O)Nc3ccc(S(N)(=O)=O)cc3)[nH]c(=O)c2c1C	1.1%	3%	1.1%	12%	4%	0.2%	nt	5%	-2%

6 records drawn at random from those above, as already listed:
SMILES	KOR beta-arrestin-1	AID2073	HIV fusion peptide	HEK293 NOD2/NF-kB	KOR beta-arrestin-2	West Nile antiviral	Yfh1-off respiration	Dengue-2 NS5 capping	NOD1 NF-kB reporter	others
COC(C(=O)N/N=C(\C)c1ccc(C(C)(C)C)cc1)c1ccccc1 (configuration not stated)	5.0%	4%	1.7%	6%	-55%[20 µM]	0.9%	nt	-2%	-12%
O=[N+]([O-])c1cc(C(F)(F)F)cc([N+](=O)[O-])c1NCc1cccnc1	-3.0%	-8%	2.0%	1%	-12%	-0.2%	i	-1%	0%
Cc1ccc(NC(=O)COC(=O)C2CC2)c(Br)c1	-1.6%	8%	1.6%	3%	12%	-0.5%	i	3%	-30%
CC(NC(=O)c1cccc(OC2CCN(C(=O)C3CC3)CC2)c1)c1ccc(F)cc1 (configuration not stated)	1.3%	7%	-1.2%	7%	6%	-0.6%	nt	-6%	-17%
CN(C)S(=O)(=O)c1cccc(COc2ccccc2C(=O)Nc2ccccc2)c1	-4.1%	5%	-1.4%	-4%	-12%	0.3%	nt	-1%	-24%
COc1cc(/C=C2\CC/C(=C\c3cc(OC)c(OC)c(OC)c3)C2=O)cc(OC)c1OC	-2.6%	12%	3.9%	-19%	-10%	-0.6%	i	-1%	23%

Remaining list, next part:
SMILES	KOR beta-arrestin-1	AID2073	HIV fusion peptide	HEK293 NOD2/NF-kB	KOR beta-arrestin-2	West Nile antiviral	Yfh1-off respiration	Dengue-2 NS5 capping	NOD1 NF-kB reporter	others
Cc1ccc2[nH]c(=O)c(CN(Cc3nnnn3C3CCCC3)C3CCCCC3)cc2c1	-4.1%	39%	0.0%	6%	-37%	-0.1%	i	-2%	-8%
O=C(CN(CCc1ccccc1)C(=O)Cn1nnc(-c2cccs2)n1)NCc1ccco1	-5.4%	-7%	-1.0%	1%	12%	-0.2%	i	-2%	8%
CCOC(=O)CN1C(=O)C(CC)Oc2ccccc21 (configuration not stated)	4.4%	4%	0.0%	-2%	-12%	-0.5%	i	-7%	-13%
Cc1cc(C)cc(OCC(=O)N2Cc3ccccc3CC2C(=O)O)c1 (configuration not stated)	0.2%	4%	3.0%	1%	23%	0.7%	i	-6%	-21%
O=Cc1c(N2CCCCCC2)nc2ccccn2c1=O	-1.2%	3%	2.8%	-2%	-29%	0.3%	i	-3%	-4%
Clc1cccc(/C=N/Nc2nnc(Cl)c3ccccc23)c1	-4.6%	-1%	1.5%	-51%	0%	-0.5%	i	8%	-10%
COC(=O)/C=C(\C)NC(=O)c1ccccc1Cl	15%	?	-0.9%	13%	26%	0.1%	i	-1%	6%
Cc1cc(-n2c(SCC(=O)Nc3ccc(Br)cc3)nc3n[nH]c(C)c3c2=N)ccc1Cl	0.2%	27%	-1.1%	7%	-30%	?	nt	-7%	-15%

From PubChem
